Source: PubChem BioAssay (National Center for Advancing Translational Sciences (NCATS))
Gal4-VP16 FLuc: Gal4-VP16 reporter inhibition counter-screen. Potency, µM (top dose mostly 53.6 µM), for the others: at the highest dose activity, negative = inhibition, actives largely listed as inhibitors. AID 2546. hit rate 3.5% among 310,000. Drosophila S2 Gal4-VP16 UAS-luciferase, luminescence, 20 h;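 note: Gal4-VP16 expression switched on by copper sulfate through the metallothionein promoter; % is set by controls: 0 for no effect and ±100 for the full control effect; nearly all actives have a fitted effect of over 50% in size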
ELG1 genotox: genotoxicity induction in ELG1-luciferase HEK293T cells | Potency, µM (doses to about 46 µM), inactives show top-dose activity change, positive = activation, most hits filed as activators | AID 504466 | hit rate 1.3% among 330,000 | HEK293T ELG1-luciferase reporter, luminescence, 16 h; note: % of control where 0% means no effect; nearly all actives have a fitted effect of over 60% in size
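16 hr compound incubation (37 °C, 5% CO2) of HEK293T cells carrying luciferase-tagged ELG1; luciferase then measured by ONE-Glo luminescence after 30 min at RT.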
BRCA1 expr up: activators of BRCA1 expression; MCF7-BRCA1-FFLuc reporter, luminescence, 48 h; response scale: scaled: vehicle 0%, 10 µM genistein 100%; Potency, µM (highest dose often 46.1 µM), inactives show at the top dose activation, actives largely listed as activators; hit rate 1.1% among 380,000; AID 624202; note: nearly all actives have a fitted effect of over 80% in size; some results filed as inactive show a strong effect at the top dose
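Using MCF7 cells harboring a BRCA1 firefly luciferase reporter, plated 2 h before compound pinning, the screen measured luminescence after 48 h incubation. Responses were normalized to DMSO and 10 microM genistein, then fitted for concentration-effect.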
MBNL1-CUG inh: MBNL1-poly(CUG) RNA binding inhibition; Q9NR56; TR-FRET MBNL1-His/biotin-(CUG)12 binding, 665/545 ratio; Potency, µM (doses to about 57.5 µM), for inactives: at the highest dose activity change, negative = inhibition, actives largely listed as inhibitors; hit rate 0.036% among 280,000; AID 2675; active = well fitted inhibition curve with a large enough effect in the signal ratio, with a control signal flat, not every such curve was filed as active; inconclusive = small, poorly fitted or top-dose-only effect, or effect the other way, or a change in a side signal; inactive = no such curve, though single readings can be large or run the other way; the % refers to the signal ratio; note: % is set by controls: 0 for no effect and ±100 for the full control effect
Target sequence (Q9NR56 whole entry, looked up): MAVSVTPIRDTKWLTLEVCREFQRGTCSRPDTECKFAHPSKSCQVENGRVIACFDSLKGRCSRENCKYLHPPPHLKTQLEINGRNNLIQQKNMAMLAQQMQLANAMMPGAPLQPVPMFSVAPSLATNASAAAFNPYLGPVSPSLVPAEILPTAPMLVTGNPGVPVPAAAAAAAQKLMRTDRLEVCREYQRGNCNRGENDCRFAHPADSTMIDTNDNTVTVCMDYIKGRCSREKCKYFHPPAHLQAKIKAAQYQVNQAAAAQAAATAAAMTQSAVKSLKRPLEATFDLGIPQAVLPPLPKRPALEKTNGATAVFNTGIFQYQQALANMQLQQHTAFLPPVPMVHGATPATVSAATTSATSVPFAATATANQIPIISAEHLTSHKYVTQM
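Compound titration spanned 92 nM–58 uM against the MBNL1-His/biotin-(CUG)12 complex. After 60 min at room temperature with 5 nM streptavidin-XL665 and 0.055 ng/ul terbium anti-His, ratiometric 665/545 nm emission (Ex 340 nm) normalized to controls.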
p53 reactivation: re-activators of mutant p53; H1299 p53-A138V BP100-luciferase reporter, luminescence, 24 h; Potency, µM (doses to about 92.2 µM), inactives show at the top dose activity change, positive = activation, hits mostly activators; hit rate 0.063% among 320,000; note: % of control where 0% means no effect; nearly all actives have a fitted effect of over 45% in size
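p53-null H1299 cells stably carrying temperature-sensitive p53-A138V and a BP100-luciferase reporter were pinned with compounds (4-point, 1:5 series) and held 24 hrs at 37 deg C. Luminescence was read 10 min after detection reagent.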
RORg inh: inhibitors of mouse ROR gamma transcriptional activity; Drosophila S2 Gal4-RORgamma UAS-luciferase reporter, 20 h; Potency, µM (series often up to 53.6 µM), without a hit: at the top dose activity change, negative = inhibition, most hits filed as inhibitors; hit rate 5.4% among 310,000; AID 2551; note: % is set by controls: 0 for no effect and ±100 for the full control effect; nearly all actives have a fitted effect of over 60% in size
Target sequence (P51450 whole entry, looked up, the tested form may be a part): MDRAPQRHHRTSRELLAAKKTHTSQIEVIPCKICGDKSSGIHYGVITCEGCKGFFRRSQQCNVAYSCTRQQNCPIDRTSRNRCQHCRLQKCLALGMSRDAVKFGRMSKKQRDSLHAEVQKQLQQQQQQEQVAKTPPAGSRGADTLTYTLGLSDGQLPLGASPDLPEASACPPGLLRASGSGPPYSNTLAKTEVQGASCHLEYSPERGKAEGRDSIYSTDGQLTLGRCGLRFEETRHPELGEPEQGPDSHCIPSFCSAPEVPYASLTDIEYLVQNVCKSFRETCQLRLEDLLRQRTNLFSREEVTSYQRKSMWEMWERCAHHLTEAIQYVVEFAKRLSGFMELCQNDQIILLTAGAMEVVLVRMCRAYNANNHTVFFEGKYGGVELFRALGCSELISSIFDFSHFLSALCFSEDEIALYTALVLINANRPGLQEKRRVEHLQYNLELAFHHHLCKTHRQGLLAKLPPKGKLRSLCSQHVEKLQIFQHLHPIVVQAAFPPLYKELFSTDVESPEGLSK
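ROR gamma transcriptional activity was tracked as Gal4-UAS luciferase output in stably transfected Drosophila Schneider cells, with compound added 1 hr before 700 uM copper sulfate induction and a 20 hr ambient-temperature incubation.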
FLuc counter: counter-screen for miR-21 project: firefly luciferase inhibitors or activators. P08659. purified FLuc, Km substrates, luminescence inhibition. Potency, µM (doses to about 57.5 µM), inactives show top-dose activity change, negative = inhibition, hits mostly inhibitors. hit rate 6.9% among 360,000;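 note: plate controls were vehicle for no effect and reference inhibitor for full effect; nearly all actives have a fitted effect of over 55% in size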
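Biochemical qHTS of compounds, final roughly 60 µM downward over six points, against 10 nM purified firefly luciferase using Km concentrations of substrates (10 uM D-luciferin, 10 uM ATP) in Tris acetate pH 7.5 buffer; luminescence output.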
NPC1 promoter act: NPC1 promoter activation | Potency, µM (doses to about 9.22 µM), without a hit: top-dose activation, usual class: activators | hit rate 2.4% among 320,000 | Huh7 NPC1 promoter luciferase reporter, 24 h;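 note: % of control where 0% means no effect; nearly all actives have a fitted effect of over 60% in size; reporter is driven by a mutant NPC1 promoter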
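NPC1 promoter–luciferase Huh7 cells; 24 h compound; luminescence.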
Rab9 prom act: activators of Rab9 promoter; Potency, µM (top dose mostly 9.22 µM), for the others: top-dose activation, negative = inhibition, usual class: activators; AID 485297; hit rate 2.8% among 320,000; Huh7 Rab9 promoter-luciferase reporter, luminescence, 24 h; note: % of control where 0% means no effect; nearly all actives have a fitted effect of over 60% in size
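Rab9 promoter-driven luciferase in stably transfected Huh7 cells; 1500 cells/well rested 2 h, exposed to compound in DMSO for 24 h at 37 °C, 5% CO2. Luminescence read 10 min after adding luciferase reagent at ambient temperature.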
uPA surface inh: inhibitors of cell surface uPA generation; cell surface uPA generation assay, qHTS; Potency, µM (titrated, usually from 38.3 µM), without a hit: at the highest dose activity change, negative = inhibition, hits mostly inhibitors; hit rate 0.31% among 330,000; active = well fitted inhibition curve with a large enough effect; inconclusive = small, poorly fitted or top-dose-only effect; inactive = no such curve, though single readings can be large or run the other way; tested in mouse RAW 264.7 cells; note: % is set by controls: 0 for no effect and ±100 for the full control effect; nearly all actives have a fitted effect of over 55% in size
* = called active by the depositor; ? = inconclusive; . = not tested or not shown; & = joins results of further samples; [ ] = another dose, or the depositor's remark. Unless noted, calls come from the whole dose curve; as a rule, active = well fitted curve in the direction sought with a large enough effect; inconclusive = small, poorly fitted or top-dose-only effect, or another doubt; inactive = no such curve, though single readings can be large; an effect the other way counts as inactive or inconclusive. Potency is the fitted concentration of half-maximal effect.

Structure	uPA surface inh	Gal4-VP16 FLuc	Rab9 prom act	NPC1 promoter act	RORg inh	BRCA1 expr up	p53 reactivation	MBNL1-CUG inh	FLuc counter	ELG1 genotox
Cc1cc(NC(=O)C(C)SCC(=O)N(C)CC(=O)Nc2ccc(F)cc2)no1 (stereo not given)	-3%	.	0%	0%	.	-9%	1%	.	-1%	0%
NS(=O)(=O)c1ccc(CCNC(=O)C(=O)c2cn(CC(=O)N3CCCC3)c3ccccc23)cc1	5%	3%	6%	-2%	10%	-30%	2%	9%	1%	-5%
Cn1c(C(=O)OC(C(=O)NC(C)(C)C)c2cccnc2)cc2sccc21 (stereo not given)	2%	-8%	-1%	-7%	-10%	0%	-5%	0%	0%	1%
CCOC(=O)c1cccc(-n2cccc2/C=C2\NC(=O)N(CC(=O)O)C2=O)c1	0%	.	.	.	.	-7%	16%	.	.	1%
O=[N+]([O-])c1ccc(/C=N/N2CCCCC2)cc1	-11%	-3%	29%[1.84 µM]	2.5µM*	32%	10µM*	?	?	9.5µM*	?
O=C1C(=O)N(Cc2ccco2)C(c2cccs2)/C1=C(\O)c1cccc([N+](=O)[O-])c1 (stereo not given)	-5%	7%	1%	0%	-32%	1%	0%	?	1%	0%
Cc1ccc2cccc(NS(=O)(=O)c3ccccc3)c2n1	-10%	1%	-2%	0%	26%	-90%	-6%	-3%	2%	-6%
O=C(C[n+]1ccc(Cc2ccccc2)cc1)Nc1ccc([N+](=O)[O-])cc1Cl	-2%	-14%	2%	-1%	-4%	-10%	2%	?	-1%	-4%
Cc1ccc(/C=C2\SC(N3CCCCC3)=NC2=O)cc1	-5%	-12%	?	30%	13%	?	.	?	19µM*	12%
Cc1ccc(CNC(=O)CSc2nc3c(sc4ccccc43)c(=O)n2CCCN2CCCC2)cc1	-8%	-4%[10 µM]	-12%	1%	-19%	-31%	17%	23%	-14%	9%
O=S(=O)(c1ccccc1)N1CCN(Cc2ccccc2)CC1	13%	3%	1%	-5%	3%[1.91 µM]	-3%&0%	8%	-8%	0%	-1%
O=c1c2cc(N3CCOCC3)ccc2[nH]c(=S)n1Cc1ccccc1Cl	3%	?	2%	-3%	?	8%	?	57%[activator]	-5%	10%
COC(=O)Cc1[nH]n(-c2nc3ccccc3s2)c(=O)c1C(C)=Nc1ccc(C)cc1	-8%	-22%	-44%[inhibitor]	-34%[inhibitor]	?	-58%	-6%	-14%	?	-12%
CN(C)C(CNC(=O)CN1C(=O)NC2(CCCC2)C1=O)c1ccccc1 (stereo not given)	?	.	-5%	-3%	.	9%	17%	.	.	1%
Cc1ccc(S(=O)(=O)N2CCC(C(=O)NCc3ccccc3CN3CCCC3)CC2)cc1	1%	.	.	.	.	-5%	7%	.	.	1%
Cc1ccccc1CN1C(=O)C(O)(CC(=O)c2ccncc2)c2ccccc21 (stereo not given)	-14%	1%	6%	3%	-1%	-35%	?	?	3%	-1%
Nc1nc(SCC(=O)c2ccc([N+](=O)[O-])cc2)n[nH]1	-13%	-7%	0%	-1%	-1%	10%	0%	?	-1%	-3%
Cc1nc2cc(Cl)ccc2c(=O)n1Cc1ccncc1	-1%	0%	-2%	0%	3%	0%	1%	-6%	0%	0%
O=C1c2ccncc2C(=O)N1CNc1ccc(Cl)cc1	0%	-1%	-3%	-3%	-1%	3%	-1%	?	-1%	7%
CS(=O)(=O)Nc1ccc(C(=O)Nc2ccccc2C(=O)NCc2ccco2)cc1	-1%	0%	3%	4%	22%	3%	-27%	1%	-3%	0%
O=C1C2ON(c3ccccc3)C(c3ccccc3F)C2C(=O)N1c1ccccc1 (stereo not given)	0%	-5%	0%	0%	2%	-3%	-7%	5%	3%	0%
Cc1ccc(C(=O)Nc2ccc(CN3CCS(=O)(=O)CC3)cc2)cc1C	2%	15%	?	?	28%	?	5%	3%	19µM*	14%
N#C/C(=C\c1ccco1)c1nc2ccccc2s1	-26%	?	?	29%	-43%	-33%	?	?	1.7µM*	7.3µM*
CC(=O)c1sc(-c2ccccc2Cl)nc1C	-48%	27%	-3%	-3%	-12%	-3%	1%	44%[activator]	?	11%
Cc1ccc(CNC(=O)C(C)OC(=O)c2ccco2)cc1 (stereo not given)	8%	-4%	0%	1%	20%	7%	-11%	5%	4%	-1%
Cc1ccc(N2CC(C(=O)Nc3nccs3)CC2=O)cc1Cl (stereo not given)	.	7%	-15%	-11%	?	2%	14%	2%	0%	8%
Cc1[nH]c(-c2ccco2)nc1C(=O)O	.	-1%	4%	-1%	-10%	13%	3%	3%	4%	1%
COc1ccc(/C=C2\SC(=O)N(CCCC(=O)Nc3ccc(C(=O)O)cc3)C2=O)cc1OC	5%	-5%	0%	-1%	-25%	-54%	-2%	-4%	0%	-7%
CCCC1=C(C(=O)OCC)C(c2ccc(OC)c(C)c2OC)C(C#N)=C(N)O1 (stereo not given)	6%	13%	-5%	-5%	29%	-18%	2%	9%	3%	2%
Cc1noc(NS(=O)(=O)c2ccc(NC(=O)/C=C/c3ccc(C(C)C)cc3)cc2)c1C	-1%	.	-1%	-1%	.	4%	.	8%	11µM*	1%
O=C(COc1coc(CN2CCCc3ccccc32)cc1=O)Nc1cccc([N+](=O)[O-])c1	-1%	.	-3%	-3%	.	-14%	-3%	.	2%	1%
COc1ccc2c(c1OC)C(=O)N1C2SC[C@H]1C(=O)NC1CC(C)(C)NC(C)(C)C1 (stereo not given in full)	2%	9%	0%	0%	0%	-1%	-3%	15%	3%	0%
COc1ccccc1NC(=O)CSc1nccn1Cc1ccccc1	13%	25%	0%	-1%	-19%	-18%	5%	4%	1%	0%
Cc1cccc(NC(=O)CNCC(=O)Nc2cccc(C)c2C)c1C	8%	-9%	-4%	-2%	10%	-13%	25%	1%	-1%	0%
Cc1ccc(OCCn2ccnc2)c([N+](=O)[O-])c1	15%	6%	1%	0%	-11%	-16%	.	15%	5%	-5%
COC(=O)C(C)N(C(=O)c1cccc2ccccc12)c1c(C)cccc1C (stereo not given)	.	1%	-3%	-1%	0%	-32%	0%	0%	-1%	-17%
O=c1[nH]c(CSc2ncnc3sccc23)nc2cc(C(F)(F)F)ccc12	-2%	-8%	1%	-1%	-17%	0%	-2%	239%[activator]	1%	0%
O=C(N1CCc2[nH]c3ccccc3c2C1)C(F)(F)F	9%	-9%	1%	1%	-9%	22%	-8%	-3%	-13%	-5%
O=C(CNC(=S)NC(=O)c1cccc([N+](=O)[O-])c1)c1ccccc1	-1%	13µM*	-1%	-2%	7.1µM*	42%	13%	?	0%	7%
COc1ccc(-n2nc(C(=O)NCC(=O)Nc3ccccn3)c3ccccc3c2=O)cc1	-2%	10%	7%	0%	-23%	-70%	-3%	-2%	5%	12%

Some entries already given, limited to Gal4-VP16 FLuc, BRCA1 expr up and NPC1 promoter act:
SMILES | Gal4-VP16 FLuc | BRCA1 expr up | NPC1 promoter act
Cc1cc(NC(=O)C(C)SCC(=O)N(C)CC(=O)Nc2ccc(F)cc2)no1 (stereo not given) | . | -9% | 0%
NS(=O)(=O)c1ccc(CCNC(=O)C(=O)c2cn(CC(=O)N3CCCC3)c3ccccc23)cc1 | 3% | -30% | -2%

More records
Structure	uPA surface inh	Gal4-VP16 FLuc	Rab9 prom act	NPC1 promoter act	RORg inh	BRCA1 expr up	p53 reactivation	MBNL1-CUG inh	FLuc counter	ELG1 genotox
COc1ccccc1C(=O)COC(=O)COc1cccc2c1OC(C)(C)C2	14%	-21%	2.5µM*	2µM*	-27%	-11%	?	-2%	4.8µM*	9.2µM*
CCOC(=O)c1cc2c(=O)n3cccc(C)c3nc2n(Cc2ccccc2Cl)c1=N	.	-6%	6%	1%	-27%	.	7%	0%	2%	4%
CCCCOC(=O)CSCC(=O)Nc1cc(C)on1	.	-9%	-1%	2%	-12%	2%	-2%	-23%	2%	-2%
Cc1nn(C)c(C)c1S(=O)(=O)N1CCCC(C(=O)NC2CCCCCC2)C1 (stereo not given)	-12%	15%	1%	-3%	24%	-29%	1%	2%	3%	0%
COc1ccc(CS(=O)(=O)CC(C)(O)c2ccccc2)cc1 (stereo not given)	10%	-1%	2%	-1%	9%	11%	-1%	-3%	-1%	1%
COc1ccc(NC(=O)C(OC)c2ccccc2)cc1Cl (stereo not given)	-5%	-6%	-2%	-4%	13%	8%	-11%	3%	-8%	1%
Cc1ccc(S(=O)(=O)/C(C#N)=C/c2ccccc2OCc2ccccc2)cc1	-12%	24%	1%	3%	-9%	0%	?	?	-8%	-1%
Cc1ccccc1N(C(=O)CNC(=O)c1ccco1)C(C(=O)NC1CCCCC1)c1ccncc1 (stereo not given)	1%	0%	-3%	-2%	3%	-2%	-4%	1%	3%	4%
COc1cccc(NC(=O)C2CC(=O)N=C(N)S2)c1 (stereo not given)	5%	-1%	-6%	0%	17%	-9%	-7%	1%	0%	-3%
O=C(Cc1ccsc1)NCC(c1ccco1)N1CCCCC1 (stereo not given)	2%	1%	4%	1%	-22%	0%	3%	1%	-1%	0%
CCOC(=O)N1CCC(Nc2c(-c3ccccc3)c(=O)c2=O)CC1	1%	1%	3%	0%	16%	-20%	-1%	?	7%	-2%
